Dengue-2 NS5 capping: Dengue-2 NS5 methyltransferase inhibitors, primary screen, biochemical, confirmation dose response (AID 588689); hit rate 0.3% among 340,000; Dengue-2 NS5 methyltransferase capping enzyme assay, biochemical; higher % means a stronger effect; one-dose inhibition, % at 25 µM; IC50 in µM for titrated hits; in the data active = a potency from the dose series; inconclusive = inhibition above about 29% without an active follow-up result
Dengue-2 NS5 capping pilot replicate: also measured in Dengue-2 NS5 capping; calls as there; inhibition, %; measured here: pilot screen replicate inhibition
Active calls of the source: *; ? = inconclusive. A portion of the library (hit frequency here may not be typical).

SMILES	Dengue-2 NS5 capping	others
Nn1c(SCC(=O)Nc2ccc(OC(F)F)cc2)nnc1-c1ccco1	-1%
COCCCNC(=O)C[C@H]1C[C@H](C(=O)N2CCCCC2)[C@@]2(CCc3ccccc3)c3[nH]c4ccc(Cl)cc4c3CCN2C1=O	1%
CC1CN(C(=O)CCNC(=O)c2ccc(Br)cc2)CC(C)O1 (stereo not given)	3%
O=C(CCCCC(=O)OC1CCCCC1)OC1CCCCC1	1%
CCCCC1(C)NC(=O)N(CC(=O)Nc2ccc(Cl)cc2C)C1=O (stereo not given)	-4%
C=CCNC(=O)c1cccc2c1C(=O)c1ccc(N3CCCC3)cc1S2(=O)=O	22%
Cc1ccc(C(=O)NCC(=O)OCc2nnc(-c3ccc([N+](=O)[O-])cc3)o2)s1	-5%
Cn1c(CC(=O)NNC(=O)c2ccc(F)cc2F)nc2ccccc21	-2%
CCC1(C)NC(=O)N(CC(=O)c2cc(C)n(C3CC3)c2C)C1=O (stereo not given)	2%
O=C(Cc1cccc(NC(=O)C2CCCN(C(=O)C3CC3)C2)c1)Nc1cccc(C(=O)N2CCCCC2)c1 (stereo not given)	-8%
O=C(COC(=O)Cn1cnc2ccccc2c1=O)Nc1ccccc1OC(F)F	15%
COc1ccccc1OCCNc1ccc(S(=O)(=O)N2CCCC2)cn1	-3%
O=C(Nc1cccc(S(=O)(=O)N2CCCC2)c1)c1cc(=O)[nH]c2ccccc12	-2%
C[C@@H]1CN([C@@H](C)CO)C(=O)CCCn2cc(nn2)CO[C@H]1CN(C)S(=O)(=O)c1ccc(Cl)cc1	-4%
O=C(O)C1CCCCC1C(=O)Nc1cccc(Br)c1 (stereo not given)	0%
O=C1CCN(c2ccccc2)N1	-1%
CC1Cc2ccccc2N1C(=O)COC(=O)/C=C/c1ccc(F)cc1 (stereo not given)	-7%
COc1ccc(Cl)cc1C(=O)NNC(=O)COC(=O)c1ccc(Br)o1	-1%
CCN(CC(=O)Nc1ccc2c(c1)OCCO2)C(=O)/C=C/c1cccc(OC)c1OC	-9%
O=CC(O)C1OC(=O)C(O)C1O (stereo not given)	-3%
CCOc1ccc2oc(C(=O)OCC(=O)NC3CCCCC3)c(C)c2c1	-4%
Cc1csc(CNc2ncnc3ccc(-c4ccoc4)cc23)c1	-6%
COc1cccc(NC(=O)CN(C)CC(=O)Nc2ccc(C)c(S(=O)(=O)N3CCOCC3)c2)c1	0%
Cc1nc(SC(C)C(=O)Nc2c(C)n(C)n(-c3ccccc3)c2=O)nc(C)c1C (stereo not given)	-6%
O=C(COC(=O)c1cc(=O)c2ccccc2o1)Nc1ccccc1F	?
Cc1cc(C)c(C)c(S(=O)(=O)N2CCC(C(=O)N(C)Cc3nc4ccccc4c(=O)[nH]3)CC2)c1C	-16%
CC(=O)c1ccc(OCCCC(=O)Nc2nnc(C3CC3)s2)cc1	0%
COc1ccc(-c2sc3ccc(OC)cc3c2C#Cc2cncn2C)cc1	-4%
COc1ccc(NS(=O)(=O)c2cccc(C(=O)NNC(=O)c3ccc(=O)[nH]c3)c2)cc1	1%
Cc1ccc(NC(=O)CSc2ccccc2)cc1S(=O)(=O)N1CCOCC1	-5%
CC1CCN(C(=O)c2ncn(C)c2C(=O)N2CCC(C)CC2)CC1	1%
Cc1ccc(CN2CC(C(=O)N(Cc3nnc(-c4ccccc4Cl)o3)C3CC3)CC2=O)cc1 (stereo not given)	1%
Cc1ccccc1-c1cnc2c(c1)C(=O)N([C@H](C)CO)C[C@@H](C)[C@H](CN(C)C(=O)c1ccncc1)O2	-8%
O=C(O)c1cccc2c1C(=O)c1ccc(-c3ccc(F)cc3F)cc1S2(=O)=O	0%
C[C@@H](NS(=O)(=O)c1cc(Cl)ccc1F)[C@H](O)c1ccccc1	-4%
O=C(CS(=O)(=O)c1ccccc1)N1CCN(c2ccccc2)CC1	-1%
O=C(NCC1CCCO1)c1cc2ccccc2cc1O (stereo not given)	8%
O=C(NCCCN1CCCC1=O)c1ccc([N+](=O)[O-])s1	1%
CC(C)(C)OC(=O)C[C@@H]1C/C=C\C[C@H](CC(=O)N(CCO)Cc2ccccc2)C(=O)N[C@@H](Cc2c[nH]c3ccccc23)COC1=O	0%
CC(C)NC(=O)N(C)C[C@H]1Oc2ccc(NS(=O)(=O)c3ccc(Cl)cc3)cc2CC(=O)N([C@@H](C)CO)C[C@@H]1C	0%
O=C(CN1CCCC1c1ccc2c(c1)OCCO2)NC(=O)Nc1ccccc1F (stereo not given)	-8%
O=S(=O)(c1ccc(Br)cc1)c1nc(-c2ccco2)oc1NCCCn1ccnc1	2%
C[C@H]1CN([C@@H](C)CO)C(=O)CCCn2nncc2CO[C@@H]1CN(C)C(=O)c1ccc(N2CCN(C)CC2)cc1	-3%
c1coc(CSSCc2ccco2)c1	?
CC(C)Oc1ccc(C(=O)NCC(=O)N2CCN(S(=O)(=O)/C=C/c3ccccc3)CC2)cc1	-6%
Cc1ccc(NC(=O)COC(=O)Cn2ccc(C(F)(F)F)n2)cc1Cl	2%
Nc1ccn([C@@H]2O[C@H](CNCc3ccc(N4CCNCC4)cc3)[C@@H](O)[C@H]2O)c(=O)n1	-1%
CN(C)CCCNc1oc(-c2ccc(Cl)cc2)nc1S(=O)(=O)c1ccccc1	-10%
CN(C)S(=O)(=O)c1cccc(NC(=O)c2ccc3c(c2)OCCO3)c1	7%
COc1cc(C(=O)OCC(=O)N(CC(C)C)C2CCS(=O)(=O)C2)ccc1OCC(C)C (stereo not given)	-1%
Cc1c(C(=O)N2CCCCC2)oc2ccc(Br)cc12	-5%
Cc1noc(C)c1NC(=O)Nc1ccc2c(c1)C(=O)N([C@@H](C)CO)C[C@@H](C)[C@@H](CN(C)Cc1ccc3c(c1)OCO3)O2	-3%	Dengue-2 NS5 capping pilot replicate=-3.7
COc1ccc2nc(SCC(=O)NC(C)c3ccccc3)[nH]c2c1 (stereo not given)	-13%
CC(C(=O)Nc1nc(-c2ccc(F)c(F)c2)cs1)N1C(=O)C2CC=CCC2C1=O (stereo not given)	-5%
Cc1nn(CC(=O)NC2(C)CCS(=O)(=O)C2)c(C)c1S(=O)(=O)N(C)C (stereo not given)	2%
NS(=O)(=O)c1cnccc1Nc1cccc(Br)c1	6%
COc1cc([N+](=O)[O-])ccc1NC(=O)C1CCCN(S(C)(=O)=O)C1 (stereo not given)	1%
CCOC(=O)c1sc(NC(=O)CN2C(=O)NC3(CCC(C)CC3)C2=O)c(C(=O)OCC)c1C (stereo not given)	-11%
O=C(Cc1ccc(NC(=O)C2CCCN(C(=O)C3CC3)C2)cc1)Nc1cccc(C(=O)N2CCCC2)c1 (stereo not given)	-8%	Dengue-2 NS5 capping pilot replicate=3.7
Cc1sc2ncnc(SCC(=O)N3CCOCC3)c2c1C	-3%

Continued.
SMILES	Dengue-2 NS5 capping	others
C=CCn1c(SCC(=O)c2ccc(O)c(O)c2)nnc1-c1cccc(OC)c1	4%
Cn1nc(C(=O)OCC(=O)Nc2ccccc2OC(F)F)c2ccccc2c1=O	-8%
CCN1CCN(C(=S)NC(=O)c2cc(OC)c(OC)c(OC)c2)CC1	4%
Cc1cc(NC(=O)C(C)Sc2nc(-c3cccs3)nc3ccccc23)no1 (stereo not given)	-4%
COc1ccc(CC(=O)OCC(=O)N2CCc3ccccc32)cc1OC	5%
CC(=O)Nc1ccc(NC(=O)C(C)Sc2nnc(C3CC3)n2-c2ccccc2)cc1 (stereo not given)	2%
CC(C)NC(=O)N(C)C[C@@H]1Oc2c(NC(=O)C3CCOCC3)cccc2C(=O)N([C@@H](C)CO)C[C@H]1C	-7%	Dengue-2 NS5 capping pilot replicate=2.7
Cc1cc(C)c(S(=O)(=O)N2CCN(C(=O)CCOc3ccccc3C)CC2)c(C)c1	-3%
Cc1c(C)c([N+](=O)[O-])c(C)c(C)c1N	-7%
CCN1C(=O)[C@H]2[C@@H](c3ccc(-c4ccccc4)cc3)N3CCCC[C@@]3(C(=O)OC)[C@H]2C1=O	1%
O=C1C=C(NC2CCCCC2)CCC1	6%
Nc1c(Cl)cc(C2=NCCn3c2c2ccc(C(F)(F)F)cc2[n+]3[O-])cc1Cl	-1%
COc1c(F)cccc1C1=CC(=O)C[C@H](c2ccc(F)cc2)C1	1%
COC(=O)c1cnc(N)s1	2%
CC1=C(C(=O)OCc2ccccc2)C(c2ccc(C)cc2)NC(=O)N1 (stereo not given)	1%
Cc1ccsc1C(=O)OC(C)C(=O)NC1CCCCC1C (stereo not given)	-2%
O=C(NC1CCC(O)CC1)c1ccc(NS(=O)(=O)c2cccc([N+](=O)[O-])c2)cc1 (stereo not given)	-3%
CCCCN(C(=O)C(C)Oc1cccc(Cl)c1)c1c(N)n(CCC)c(=O)[nH]c1=O (stereo not given)	-4%
CCN(CC(=O)Nc1ccc(NC(C)=O)cc1)C(=O)c1cccc(Oc2ccccc2)c1	-6%
O=C(Nc1ccncc1)c1ccc(Cl)c(S(=O)(=O)N2CCCC2)c1	-6%
N#CC1(Nc2ccc([N+](=O)[O-])cc2)CCCC1	9%
COc1ccc(S(=O)(=O)N2CCCCCC2)cc1C(=O)N(C)CCOc1ccccc1	7%
COc1ccc(NC(=O)CN(C)CC(=O)NCCc2ccc(F)cc2)cc1	3%
CCCCn1c(N)c(N(CCOC)C(=O)c2cc(Cl)nc3ccccc23)c(=O)[nH]c1=O	-4%
C/C(=N\Nc1ccc(S(=O)(=O)N2CCCCC2)cn1)c1ccc(O)cc1	-9%
O=C(NCc1ccc(F)cc1)c1cccc2c1C(=O)c1ccc(N3CCC(N4CCCCC4)CC3)cc1S2(=O)=O	14%
C[C@@H](c1ccccc1)N1C[C@H]2CCCN2c2cc(Br)ccc2S1(=O)=O	0%	Dengue-2 NS5 capping pilot replicate=0.9
O=C(CC1OC(=O)c2ccccc21)Nc1cc(Cl)ccc1N1CCOCC1 (stereo not given)	-9%
CC(=O)c1cccc(S(=O)(=O)N2CCC(C(=O)Nc3cccc(C(=O)NC4CC4)c3)CC2)c1	-12%
CN(CCO)c1ccc(C(C(=O)c2ccccc2)c2ccc(N(C)CCO)cc2)cc1	3%
COc1ccc(N2CCN(C(=O)c3cc4c(s3)CCCCC4)CC2)cc1	-9%
O=C(CSc1nc2ccccc2c(=O)n1CCCN1CCOCC1)Nc1ccc(F)c(Cl)c1	-4%
O=C(C[C@H]1C/C=C\C[C@H](NC(=O)OCC2c3ccccc3-c3ccccc32)C(=O)OC[C@@H]2CCCN2C1=O)NCCO	3%
Cc1c(NC(=O)COC(=O)C2=COCCO2)cccc1[N+](=O)[O-]	-1%
CCN(CC)C(=O)[C@H]1CC(CC(=O)NCc2ccco2)C(=O)N2CCc3c([nH]c4ccccc34)[C@]12C (stereo not given in full)	1%	Dengue-2 NS5 capping pilot replicate=1.5
CCOc1ccc([C@@H]2CC=C(C(=O)O)[C@H](c3ccc(Cl)cc3)N2S(=O)(=O)c2ccc(C)cc2)cc1	2%

Brought forward from above: 2 compounds, followed by the next part.
SMILES	Dengue-2 NS5 capping	others
CCN(CC)C(=O)[C@H]1CC(CC(=O)NCc2ccco2)C(=O)N2CCc3c([nH]c4ccccc34)[C@]12C (stereo not given in full)	1%	Dengue-2 NS5 capping pilot replicate=1.5
CCOc1ccc([C@@H]2CC=C(C(=O)O)[C@H](c3ccc(Cl)cc3)N2S(=O)(=O)c2ccc(C)cc2)cc1	2%
CCOC(COC(=O)c1ccccc1C(=O)O)c1ccccc1 (stereo not given)	2%
CCOC(=O)CC/C(=N\NC(N)=O)c1ccc(OC)c(Cl)c1	2%
O=C(CC(=O)c1ccncc1)c1ccccc1	2%
Cc1ccc(C)c(N2CCN(C(=O)CCc3nc(-c4ccc(Cl)cc4)no3)CC2)c1	-7%
CC[C@]12c3[nH]c4ccc(Cl)cc4c3CCN1C(=O)[C@@H](CC(=O)NCCCn1ccnc1)C[C@@H]2C(=O)N1CCN(C(=O)c2ccco2)CC1	-7%	Dengue-2 NS5 capping pilot replicate=2.4
CC(=O)N1CCN(C(=O)COC(=O)COc2ccc(C#N)cc2)CC1	-4%
COc1cccc(C(=O)OCC(=O)c2ccc(S(=O)(=O)N3CCCCC3)cc2)c1OC	3%
COc1cccc(N2C(=O)CC(N3CCN(S(=O)(=O)c4ccccc4[N+](=O)[O-])CC3)C2=O)c1 (stereo not given)	0%
COc1cc(C2C(c3ccccc3)C(c3cc(OC)cc(=O)o3)C2c2ccccc2)oc(=O)c1 (stereo not given)	-4%
Cc1cc(C(=O)CSc2ncnc3ccccc23)c(C)n1C1CC1	10%
Nc1cc(=O)c2[nH]cnc2[nH]1	3%

Among those listed so far, these contain an NH in an aromatic ring:
SMILES	Dengue-2 NS5 capping	others
COCCCNC(=O)C[C@H]1C[C@H](C(=O)N2CCCCC2)[C@@]2(CCc3ccccc3)c3[nH]c4ccc(Cl)cc4c3CCN2C1=O	1%
O=C(Nc1cccc(S(=O)(=O)N2CCCC2)c1)c1cc(=O)[nH]c2ccccc12	-2%
Cc1cc(C)c(C)c(S(=O)(=O)N2CCC(C(=O)N(C)Cc3nc4ccccc4c(=O)[nH]3)CC2)c1C	-16%
COc1ccc(NS(=O)(=O)c2cccc(C(=O)NNC(=O)c3ccc(=O)[nH]c3)c2)cc1	1%
CC(C)(C)OC(=O)C[C@@H]1C/C=C\C[C@H](CC(=O)N(CCO)Cc2ccccc2)C(=O)N[C@@H](Cc2c[nH]c3ccccc23)COC1=O	0%
COc1ccc2nc(SCC(=O)NC(C)c3ccccc3)[nH]c2c1 (stereo not given)	-13%
CCCCN(C(=O)C(C)Oc1cccc(Cl)c1)c1c(N)n(CCC)c(=O)[nH]c1=O (stereo not given)	-4%
CCCCn1c(N)c(N(CCOC)C(=O)c2cc(Cl)nc3ccccc23)c(=O)[nH]c1=O	-4%
CCN(CC)C(=O)[C@H]1CC(CC(=O)NCc2ccco2)C(=O)N2CCc3c([nH]c4ccccc34)[C@]12C (stereo not given in full)	1%	Dengue-2 NS5 capping pilot replicate=1.5
CC[C@]12c3[nH]c4ccc(Cl)cc4c3CCN1C(=O)[C@@H](CC(=O)NCCCn1ccnc1)C[C@@H]2C(=O)N1CCN(C(=O)c2ccco2)CC1	-7%	Dengue-2 NS5 capping pilot replicate=2.4
Nc1cc(=O)c2[nH]cnc2[nH]1	3%
